Source: PubChem (NCI)
NCI-60 one-dose screen, 48 h, at 10 µM unless noted. Numbers give growth in % (100 = growth as untreated, 0 = no growth, -100 = all killed).
UACC-62 = UACC-62 melanoma; AID 1794756; actives 5.4% (n = 81,000)
SK-MEL-28 = SK-MEL-28 melanoma | actives 4.1% (n = 81,000)
BT-549 = BT-549 breast cancer; actives 4.4% (n = 78,000); AID 1794793
T-47D = T-47D breast cancer; actives 5% (n = 79,000); AID 1794792
HS 578T = HS 578T breast cancer; actives 4.1% (n = 78,000); AID 1794788
UACC-257 = UACC-257 melanoma. actives 4.4% (n = 78,000)
SK-MEL-2 = SK-MEL-2 melanoma | AID 1794763 | actives 4.7% (n = 77,000)
MALME-3M = MALME-3M melanoma | AID 1794766 | actives 5.8% (n = 78,000)
The depositor's hits bear a star; nt = no result given; & = joins results of further samples. How the source made its calls: active means growth percent below 10; inactive means the rest. This is a random part of the collection. Share with any hit: about 10%.

Key to letters: A = UACC-62; B = SK-MEL-28; C = BT-549; D = T-47D; E = HS 578T; F = UACC-257; G = SK-MEL-2; H = MALME-3M
C(=C\c1cc(-c2cc(/C=C/c3ccccc3)[nH]n2)n[nH]1)/c1ccccc1
  A = 94 | B = 114 | C = 112 | D = 96 | E = 84 | F = 112 | G = 122 | H = 103

COc1cc(NCCCCN=C(N)NC(N)=NC(C)C)c2ncccc2c1
  A = 77 | B = 86 | C = 55 | D = -8.6* | E = 100 | F = 25 | G = 44 | H = -2.6*

CCCCCCNc1nc(N2CCOCC2)c2[nH]c(NCCCCCC)nc2n1
  A = -97* | B = -94* | C = -81* | D = -70* | E = nt | F = -95* | G = nt | H = -62*

C=C1C(=O)O[C@H]2[C@H]1CC/C(COC(=O)/C=C\C(=O)NCc1ccc(Cn3c(=O)sn(-c4ccc(Cl)cc4)c3=O)cc1)=C\CC[C@@]1(C)O[C@@H]21
  A = -98* | B = -93* | C = -41* | D = -44* | E = -18* | F = -65* | G = -65* | H = -93*

CCCCCCCCOB(OCCCCCCCC)OCCCCCCCC
  A = 101 | B = 105 | C = 84 | D = nt | E = nt | F = 99 | G = 105 | H = 91

COc1c(B(O)O)cccc1-c1nc2c(F)cc3[nH]ncc3c2c2c1CCCC2
  A = 2.5* | B = 2.9* | C = -46* | D = 8.6* | E = 5.7* | F = 20 | G = -6.3* | H = -15*

Clc1ccc2c(NCCNc3nc(-n4ccnc4)nc4ccccc34)ccnc2c1
  A = 89 | B = 96 | C = 86 | D = 67 | E = 84 | F = 83 | G = 103 | H = 93

O=C(O)c1ccc(NCCCCN2C(=O)COc3ccccc3C2=O)cc1
  A = 101 | B = 109 | C = 97 | D = 104 | E = 97 | F = 92 | G = 108 | H = 107

COC(=O)C1(C)CCC(C)C(=O)O1 (centres undefined)
  A = 104 | B = 112 | C = 109 | D = 108 | E = nt | F = 117 | G = 120 | H = 145

COc1cc(C2Nc3nc(SC)nc(N)c3N=C3c4ccccc4CCC32)cc(OC)c1OC (centres undefined)
  A = 67 | B = 92 | C = 86 | D = 58 | E = 62 | F = 76 | G = 98 | H = 82

Cc1ccc(S(=O)(=O)n2cc(C(=O)C(=O)Nc3ccncc3)c3ccccc32)cc1
  A = 32 | B = 52 | C = 37 | D = 48 | E = 23 | F = 63 | G = nt | H = 48

CC(O)(C(N)=O)c1ccccc1 (centres undefined)
  A = 85 | B = 100 | C = nt | D = 88 | E = 112 | F = 109 | G = nt | H = nt

Nc1nc(Nc2ccccn2)nn1Cc1ccccc1
  A = 97 | B = 105 | C = 98 | D = 94 | E = 103 | F = 104 | G = 104 | H = 103

CSc1nc(-c2cccc(Br)c2)c(C#N)c(=O)n1C
  A = 89 | B = 104 | C = 92 | D = 74 | E = 106 | F = 104 | G = 101 | H = 91

COc1ccc(Cn2c(Br)c3c(c2-c2cc(OC)c(OC)c(OC)c2)CCc2sc(NC(C)=O)nc2-3)cc1
  A = 30 | B = 39 | C = 74 | D = 37 | E = 25 | F = 48 | G = 56 | H = -6.0*

C=C(C)COC(=N)N(CCCC)CCCC
  A = 104 | B = 108 | C = 99 | D = 96 | E = 97 | F = 107 | G = 106 | H = 94

COc1cccc(C(=O)OCC(O)C(=O)NC23CC4CC(CC(C4)C2)C3)c1 (centres undefined)
  A = 93 | B = 104 | C = 102 | D = 98 | E = 99 | F = 89 | G = 101 | H = 99

O=[N+]([O-])c1ccc(N/N=C/c2c(O)ccc3ccccc23)c([N+](=O)[O-])c1
  A = nt | B = 108 | C = 100 | D = 99 | E = 97 | F = nt | G = 108 | H = 100

N#Cc1nc(/C=C2\SC(=S)N(CC3CCCO3)C2=O)cs1 (centres undefined)
  A = 89 | B = 100 | C = 97 | D = 83 | E = 103 | F = 89 | G = 99 | H = 86

O=C1CCCN1c1nc(-c2ccc(Cl)cc2)c(Br)s1
  A = 88 | B = 97 | C = 85 | D = 83 | E = 99 | F = 91 | G = 95 | H = 103

N=c1ccn2c(n1)OC1C(O)C(CCl)OC12 (centres undefined)
  A = 107 | B = 88 | C = 106 | D = 101 | E = 106 | F = 105 | G = nt | H = 87

CC1=C(I)[C@@]2(CCCO)c3cc4c(cc3C[C@@]2(C)[C@@H]1C)OCO4
  A = 87 | B = 96 | C = 102 | D = 77 | E = 97 | F = 99 | G = 93 | H = 99

CC(C)OC(=O)CCc1c[nH]c2ccccc12
  A = 101 | B = 108 | C = 77 | D = 75 | E = 107 | F = 109 | G = 109 | H = 129

CC(C)C12NC(=O)NC(=O)N1CCS2 (centres undefined)
  A = 95 | B = 108 | C = 108 | D = nt | E = 93 | F = 110 | G = 98 | H = 120

Cc1cscc(C)c1=S
  A = 90 | B = 120 | C = 100 | D = 96 | E = 122 | F = 89 | G = 12 | H = 96

O=C1CSC2=NCCN12
  A = 87 | B = 86&78 | C = 131 | D = 111 | E = 93&88 | F = 103&72 | G = 89 | H = 120&92

c1cc(NCCN2CCOCC2)c2ccc3c(ccc4c(NCCN5CCOCC5)ccnc43)c2n1
  A = 104 | B = 100 | C = 97 | D = 110 | E = 94 | F = 113 | G = 101 | H = 107

CN1CCN(Cc2ccc(NC(=O)c3cncc(C#Cc4cnc(N)c5ncccc45)c3)cc2)CC1
  A = 99 | B = 111 | C = 118 | D = 114 | E = 86 | F = 104 | G = 111 | H = 74

COc1cc(OC)c2sc(-c3ccc(-n4cncc4-c4ccc(OC)c(OC)c4)cc3)nc2c1
  A = 53 | B = 72 | C = 45 | D = 30 | E = 75 | F = 71 | G = 34 | H = 73

CCOCc1cnc(C)nc1N
  A = 105 | B = 115 | C = 99 | D = nt | E = 122 | F = 108 | G = 100 | H = 117

COC(=O)c1cc(-c2ccc(OC)c(OC)c2)[nH]c1N/N=C/c1c(Cl)cccc1Cl
  A = 38 | B = 56 | C = 38 | D = 41 | E = 14 | F = 49 | G = 54 | H = 47

O=C1OC(c2ccc(Cl)c(Cl)c2)=C/C1=C/c1ccccc1[N+](=O)[O-]
  A = 96 | B = 107 | C = 107 | D = 97 | E = 99 | F = 116 | G = 112 | H = 97

O=S(=O)(Oc1ccc(-c2cn3ccoc3n2)cc1)N1CCCCC1
  A = 100 | B = 108 | C = 106 | D = 96 | E = 97 | F = 107 | G = 109 | H = 109

COc1ccc(-c2c(-c3ccccc3)oc3cc(O)ccc3c2=O)cc1
  A = 91 | B = 111 | C = 78 | D = 84 | E = 119 | F = 90 | G = 97 | H = 98

O=C(CC(=O)C(F)(F)C(F)(F)C(F)(F)F)c1cc2ccccc2o1
  A = 104 | B = 105 | C = 111 | D = 96 | E = 103 | F = 100 | G = 106 | H = 102

CSc1nc2ncc(C(N)=O)c(=O)n2[nH]1
  A = 90 | B = 102 | C = 109 | D = 104 | E = 113 | F = 100 | G = 107 | H = 94

C(=N\Nc1nnc2n1N=C(c1ccccc1)CS2)/c1ccc(OCc2ccccc2)cc1
  A = 90 | B = 104 | C = 103 | D = 84 | E = 112 | F = 103 | G = 104 | H = 125

CN(C)CCN1C(=O)c2cccc3cccc(c23)C1=O
  A = 74 | B = 132 | C = 89 | D = 65 | E = 107 | F = 85 | G = 110 | H = 94

O=C1OCC2=C1C(c1cccc(F)c1)c1cc3c(cc1N2CCO)OCCO3 (centres undefined)
  A = 33 | B = 45 | C = 44 | D = 47 | E = 31 | F = 89 | G = nt | H = 46

O=C(/C(=C/c1ccc([N+](=O)[O-])cc1)c1ccccc1)c1ccccc1
  A = nt | B = 98 | C = 16 | D = 72 | E = 58 | F = 41 | G = 25 | H = nt

O=[N+]([O-])c1ccc(NC(=S)NNC(=S)Nc2ccc([N+](=O)[O-])cc2)cc1
  A = 53 | B = 105 | C = 102 | D = 78 | E = 106 | F = 101 | G = 114 | H = 99

CCc1ccc(Oc2c(-c3ccc(OCc4ccc(Cl)cc4)cc3O)n[nH]c2C(F)(F)F)cc1
  A = 18 | B = 23 | C = 35 | D = -2.9* | E = 28 | F = 6.8* | G = 11 | H = -28*

CC/C(=C(/c1ccc(Cl)cc1)c1ccc(OCCN(C)C)cc1)c1ccc(Cl)cc1
  A = 96 | B = 90 | C = 83 | D = 58 | E = 75 | F = 72 | G = 81 | H = 74

COC(=O)Nc1nc2ccc(C(=O)c3ccc(F)cc3)cc2[nH]1
  A = 36 | B = 54 | C = 32 | D = 112 | E = -5.4* | F = -2.1* | G = -20* | H = 57

Nc1nc2ccccc2n2cc3ccccc3c12
  A = 89 | B = 107 | C = 94 | D = 78 | E = nt | F = 110 | G = 112 | H = 108

O=C(Nc1ccc(F)cc1)Nc1nc2ccc([N+](=O)[O-])cc2s1
  A = -5.5* | B = 7.3* | C = -53* | D = -18* | E = -8.4* | F = -13* | G = -45* | H = -18*

O=CNc1ccc(C(=O)O)cc1
  A = 99 | B = 107 | C = 103 | D = 98 | E = 120 | F = 103 | G = 107 | H = 100

COC(=O)/C=C1\Sc2ccccc2NC1=O
  A = 93 | B = 140 | C = 132 | D = 91 | E = 120 | F = 117 | G = nt | H = 111

O=C(Nc1sc2c(c1C(=O)NC1CCCCC1)CCCC2)c1ccccc1
  A = 106 | B = 101 | C = 99 | D = 106 | E = 113 | F = 102 | G = 112 | H = 119

O=C(Nc1ccc(NC(=O)Nc2cc(C(F)(F)F)ccc2Oc2ccc(Cl)c(Cl)c2)cc1)Nc1cc(C(F)(F)F)ccc1Oc1ccc(Cl)c(Cl)c1
  A = 95 | B = 105 | C = 112 | D = 95 | E = 80 | F = 105 | G = 127 | H = 98

Reprinted at random: six compounds from above
Key to letters: A = UACC-62; B = SK-MEL-28; C = BT-549; D = T-47D; E = HS 578T; F = UACC-257; G = SK-MEL-2; H = MALME-3M
CSc1nc2ncc(C(N)=O)c(=O)n2[nH]1
  A = 90 | B = 102 | C = 109 | D = 104 | E = 113 | F = 100 | G = 107 | H = 94

O=C1CSC2=NCCN12
  A = 87 | B = 86&78 | C = 131 | D = 111 | E = 93&88 | F = 103&72 | G = 89 | H = 120&92

Nc1nc2ccccc2n2cc3ccccc3c12
  A = 89 | B = 107 | C = 94 | D = 78 | E = nt | F = 110 | G = 112 | H = 108

COc1ccc(-c2c(-c3ccccc3)oc3cc(O)ccc3c2=O)cc1
  A = 91 | B = 111 | C = 78 | D = 84 | E = 119 | F = 90 | G = 97 | H = 98

C(=N\Nc1nnc2n1N=C(c1ccccc1)CS2)/c1ccc(OCc2ccccc2)cc1
  A = 90 | B = 104 | C = 103 | D = 84 | E = 112 | F = 103 | G = 104 | H = 125

O=CNc1ccc(C(=O)O)cc1
  A = 99 | B = 107 | C = 103 | D = 98 | E = 120 | F = 103 | G = 107 | H = 100

One compound at a time (already shown). Order of screens: UACC-62	SK-MEL-28	BT-549	T-47D	HS 578T	UACC-257	SK-MEL-2	MALME-3M
Results for O=C1CSC2=NCCN12 : 87	86&78	131	111	93&88	103&72	89	120&92
Results for O=C(Nc1sc2c(c1C(=O)NC1CCCCC1)CCCC2)c1ccccc1 : 106	101	99	106	113	102	112	119

More compounds.
Key to letters: A = UACC-62; B = SK-MEL-28; C = BT-549; D = T-47D; E = HS 578T; F = UACC-257; G = SK-MEL-2; H = MALME-3M
O=S(=O)(NCCNc1nccc(-c2c(-c3cccc(F)c3)nc3occn23)n1)c1ccc(F)cc1
  A = 69 | B = 100 | C = 91 | D = 67 | E = 92 | F = 106 | G = 88 | H = 73

COc1ccc(-c2c(Nn3cnnn3)no[n+]2[O-])cc1
  A = 47 | B = 85 | C = 61 | D = 49 | E = 50 | F = 72 | G = 82 | H = 62

Nc1ncc(-c2ccc(NS(=O)(=O)c3cc(Cl)c(F)cc3F)cc2)[nH]1
  A = 91 | B = 98 | C = 121 | D = 84 | E = 101 | F = nt | G = nt | H = 94

CC1=C2[C@@H](CC1)[C@]1(C)O[C@@](C3CCCCC3)(C[C@H]1OC(=O)CO)[C@H]2OC(=O)/C=C/c1ccccc1
  A = 63 | B = 101 | C = -1.1* | D = 46 | E = -15* | F = 85 | G = 80 | H = 80

COC(=O)c1cc(NC(=O)Nc2cc(C(=O)OC)n(C)n2)nn1C
  A = 94 | B = 110 | C = 121 | D = 83 | E = 110 | F = 98 | G = 99 | H = 93

COc1cc2oc(-c3cccc(NC(=O)[C@H](C)NC(=O)[C@H](C)NC(=O)OC(C)(C)C)c3)cc(=O)c2c(OC)c1OC
  A = 92 | B = 110 | C = 105 | D = 99 | E = 103 | F = 102 | G = 118 | H = 97

CCC(CC)C(=O)OCC(=O)[C@@]1(O)CC[C@H]2[C@@H]3CCC4=CC(=O)CC[C@]4(C)[C@H]3[C@@H](O)C[C@@]21C
  A = 95 | B = 112 | C = 100 | D = 91 | E = 121 | F = 90 | G = 99 | H = 93

COc1ccc(/C=C2/C3=C([C@@H](c4ccc(OC)c(OC)c4)C(C#N)=C(N)O3)[C@H]3CCC2N3C)cc1OC
  A = 77 | B = 85 | C = 88 | D = 73 | E = 74 | F = 91 | G = 89 | H = 104

O=C(CCc1nnc(C(c2ccccc2)c2ccccc2)o1)c1nc2ccccc2[nH]1
  A = 83 | B = 112 | C = 92 | D = 82 | E = 102 | F = 107 | G = 96 | H = 110

CC1=NN(c2cccc(Cl)c2)C(=O)/C1=C\c1ccc[nH]1
  A = 76 | B = 107 | C = nt | D = 63 | E = 85 | F = 108 | G = 101 | H = 101
